DAGLB inhibitor: blocks human DAGLB lipase activity. Q8NCG7. HEK293T DAGLB membrane lysate, EnzChek fluorogenic substrate. inhibition, % at 5.17 µM. actives 0.059% (n = 340,000). AID 504411; in the data active means inhibition above about 34%;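 further: 0% = enzyme with vehicle and 100% = wells lacking enzyme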
Target sequence (Q8NCG7 whole entry, looked up): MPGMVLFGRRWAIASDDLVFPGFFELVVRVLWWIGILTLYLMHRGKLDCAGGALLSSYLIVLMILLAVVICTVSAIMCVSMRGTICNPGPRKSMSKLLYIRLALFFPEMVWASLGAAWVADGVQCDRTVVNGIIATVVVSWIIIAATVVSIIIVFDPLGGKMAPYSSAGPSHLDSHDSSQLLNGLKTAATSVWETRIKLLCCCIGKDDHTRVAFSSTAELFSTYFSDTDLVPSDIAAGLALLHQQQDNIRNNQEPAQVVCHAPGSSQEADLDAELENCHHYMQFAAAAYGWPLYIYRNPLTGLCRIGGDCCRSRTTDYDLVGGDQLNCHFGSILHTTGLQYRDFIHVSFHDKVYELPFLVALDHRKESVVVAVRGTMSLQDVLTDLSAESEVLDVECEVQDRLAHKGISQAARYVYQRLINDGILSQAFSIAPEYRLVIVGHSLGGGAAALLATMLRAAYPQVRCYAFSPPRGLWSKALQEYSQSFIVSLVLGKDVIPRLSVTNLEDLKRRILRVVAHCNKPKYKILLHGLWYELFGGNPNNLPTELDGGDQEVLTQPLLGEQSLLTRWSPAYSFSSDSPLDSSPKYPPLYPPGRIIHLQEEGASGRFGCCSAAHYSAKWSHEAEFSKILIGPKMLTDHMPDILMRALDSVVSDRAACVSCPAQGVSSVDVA
PvdQ inh: blocks Pseudomonas aeruginosa PvdQ acylase activity. inhibition, % at 10 µM. actives 0.063% (n = 340,000). AID 488965. purified PvdQ acylase, fluorescence plate reader; in the data active means inhibition above about 30%, passing the limit was not always enough; inconclusive means no clear call, values can overlap the other calls;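 further: 0% = vehicle neutral wells and 100% = reference inhibitor wells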
Rtt109 HAT inh: inhibitors of Candida albicans Rtt109/Vps75 histone acetyltransferase | purified Rtt109/Vps75, ThioGlo CoA-SH fluorescence, 4 h | inhibition, % at 34.9 µM | actives 0.16% (n = 330,000);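 active means inhibition of at least 50% in every replicate; inconclusive means best replicate reaches 50% inhibition but some replicates fall short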
Target sequence (Q5AAJ8 whole entry, looked up): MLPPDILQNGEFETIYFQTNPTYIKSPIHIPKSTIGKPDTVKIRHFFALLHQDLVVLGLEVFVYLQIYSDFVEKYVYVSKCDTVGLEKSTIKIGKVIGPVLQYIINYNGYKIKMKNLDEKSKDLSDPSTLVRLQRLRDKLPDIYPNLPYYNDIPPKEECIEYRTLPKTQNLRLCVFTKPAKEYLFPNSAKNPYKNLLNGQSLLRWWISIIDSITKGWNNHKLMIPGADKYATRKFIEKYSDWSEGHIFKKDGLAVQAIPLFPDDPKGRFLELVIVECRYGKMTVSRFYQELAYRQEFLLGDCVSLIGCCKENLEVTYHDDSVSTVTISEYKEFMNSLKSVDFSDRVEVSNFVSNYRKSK
PfHsp90 set2: growth inhibition of yeast expressing Plasmodium Hsp90. S. cerevisiae expressing PfHsp90, BacTiter-Glo ATP, 48 h; yeast lacking PDR1 and PDR3 efflux regulators. inhibition, % at 9.4 µM. actives 0.32% (n = 310,000). AID 504621;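 active means every replicate shows inhibition above about 80%, whatever the replicate mean, limit read from the data; inconclusive means mean inhibition reaches the set limit but some replicate falls short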;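 further: 0% = DMSO neutral controls and 100% = 20 µM radicicol positive controls; yeast relying on Plasmodium falciparum Hsp90 in place of its own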
Tat export inh: blocks Tat-dependent protein export in E. coli; actives 0.036% (n = 340,000); inhibition, % at 10 µM; E. coli MC4100 TorA-mCherry Tat export, fluorescence; AID 488895;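 active means mean replicate inhibition at least 50% and at least half of replicates individually reaching 50%; inconclusive means only one of the two criteria met; inactive means neither criterion met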;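 further: exported cargo escapes ClpAP degradation while cytoplasmic cargo is degraded and loses fluorescence; 0% = median of neutral control wells and 100% = median of NaSCN control wells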
AddAB inh: less growth of phage-infected E. coli with AddAB | actives 0.29% (n = 330,000) | E. coli expressing H. pylori AddAB, absorbance growth | inhibition, % at 11.9 µM; in the data active means inhibition above about 12%;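 further: 0% = vehicle wells of infected cells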
phage Ecoli inh: E. coli growth loss with phage present; growth absorbance; inhibition, % at 11.9 µM; actives 0.26% (n = 360,000); AID 651602; in the data active means inhibition above about 11%
E coli growth: reduces bacterial viability in AddAB counter-screen. E. coli V3065 growth, OD600 absorbance, 18 h. inhibition, % at 11.9 µM. actives 0.27% (n = 330,000). AID 449728;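 active means inhibition above the campaign's mean inhibition across all tested compounds plus 3 SD, cut at about 9.9% in these data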;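 further: uninfected addAB+ strain grown without phage in ampicillin broth; 0% = DMSO wells and 100% = ciprofloxacin 0.95 µg/ml wells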
CAL PDZ inh: inhibitors of human CAL PDZ peptide binding | inhibition, % at 20 µM | actives 0.02% (n = 330,000) | AID 504414 | purified CAL PDZ, TMR-peptide fluorescence polarization, 1 h;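 active means highest replicate inhibition of at least 40%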;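 further: plate controls were DMSO neutral control wells for no effect and unlabeled competitor peptide control wells for full effect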
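Material – purified CerCALP PDZ construct · Detection – FP readout, S and P plane fluorescence · Measure – percent inhibition from loss of millipolarization · Controls – unlabelled peptide for full inhibition, DMSO wells as neutral · Probe or stimulus – TMR-labelled reporter peptide T*-PRC34 bound in PDZ groove · Times – 1 h at RT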
Wnt act: activators of Wnt/beta-catenin signaling; Wnt/beta-catenin reporter cell assay, activator, plate reader; activation, % at 9.35 µM; actives 1.2% (n = 300,000); AID 743398; in the data active means activation above about 30%, passing the limit was not always enough; inconclusive means no clear call, values can overlap the other calls;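 further: 0% = neutral control wells and 100% = positive control wells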
Active calls of the source: *; ? = inconclusive; nt = no result given.

SMILES	DAGLB inhibitor	PvdQ inh	Rtt109 HAT inh	PfHsp90 set2	Tat export inh	AddAB inh	phage Ecoli inh	E coli growth	CAL PDZ inh	Wnt act
Cc1nn(C)cc1C(=O)/C=C/c1ccc([N+](=O)[O-])cc1	-2	11	13	-16	2	0.0	4.0	0.2	-0.7	3
COc1cccc(C(=O)C2CCCN(Cc3cccc(-n4nc(C)cc4C)c3)C2)c1 (configuration not stated)	-2	30	7	-3	-1	1.4	2.5	-1.3	-1.7	-1
O=c1nc(-c2ccccc2)nc(-c2ccccc2)[nH]1	2	-19	-8	-19	0	1.1	5.8	0.0	-1.2	2
CC(=O)N1c2ccc(S(=O)(=O)N3CCC(C(=O)N4CCN(c5cc(Cl)ccc5C)CC4)CC3)cc2CC1C (configuration not stated)	0	1	-4	-9	11	1.9	-2.2	-0.6	-1.6	-4
CCN(c1ccccc1C)S(=O)(=O)c1cc2c3c(c1)CCC(=O)N3CCC2	-2	-14	3	16	5	1.6	1.8	-0.7	-2.8	3
COc1cccc(/C=c2\sc3nc(-c4cccs4)nn3c2=O)c1OC	0	-12	-16	0	-1	-1.9	2.8	-3.7	-0.8	-2
Cc1ccc2[nH]c(-c3cccc(F)c3)cc(=O)c2c1	-6	0	4	-1	-6	4.0	4.8	2.3	-0.2	-15
CC(=O)c1sc(NC(=O)c2cccs2)nc1C	0	-6	nt	21	-13	-1.0	-0.8	-2.3	-0.8	7
CCn1c(SCC(=O)Nc2cc(C)on2)nnc1-c1cccs1	-2	-3	-4	-7	3	-0.4	2.1	-0.3	-2.8	nt
COc1ccc(S(=O)(=O)Cc2ccc(C(=O)NCc3ccco3)o2)cc1	-1	-16	-3	nt	1	2.4	4.7	1.2	1.0	-4
CCOC(=O)c1sc(C)c2c1NC(c1ccc(N(C)C)cc1)NC2=O (configuration not stated)	2	-14	3	15	4	0.8	0.4	-1.6	-0.3	nt
COc1cccc(NC(=O)CN(C)CC(=O)Nc2ccccc2-c2ccccc2)c1	0	-7	-1	4	-6	5.4	-0.7	-2.2	-1.9	-2
O=C(O)C1CSC(c2ccc3c(c2)OCO3)N1 (configuration not stated)	-2	-4	21	-16	0	2.5	2.1	-3.3	-1.1	2
C[C@H]1CC[C@@]2(O[C@H](CCO)C[C@H](O)[C@H]2O)O1	4	-7	-2	0	-5	0.8	1.4	-2.2	-1.5	1
Cc1cc(C)n(-c2nc3c(c(=O)[nH]c(=O)n3C)n2Cc2ccc(F)cc2)n1	0	0	-1	21	-8	1.9	2.6	1.1	-0.8	nt
O=[N+]([O-])c1cccnc1Oc1ccc(F)cc1	-2	-2	-6	13	1	-2.0	2.1	0.2	-0.6	-2
CCN(Cc1ccccc1)S(=O)(=O)c1cc(C(=O)NCC2CCCCC2)ccc1OC	-5	-9	-6	15	3	3.2	2.8	-1.1	-1.7	-5
CC(C)n1nnnc1C(c1ccc(F)cc1)N1CCN(C2CCCC2)CC1 (configuration not stated)	-2	-18	-13	-21	-1	nt	4.5	nt	0.4	-3
CCCCC(=O)N1CCN(c2nc(-c3ccc(F)cc3)cs2)CC1	-2	-14	2	-6	4	nt	1.6	nt	0.1	0
O=C(COC(=O)C1=COCCO1)Nc1ccc(Oc2ccccc2)cc1	-1	3	2	-8	3	1.6	2.6	0.1	0.4	nt

3 entries from above, arranged by their value in Tat export inh, smallest number first.
Compound	DAGLB inhibitor	PvdQ inh	Rtt109 HAT inh	Tat export inh	AddAB inh	phage Ecoli inh	CAL PDZ inh	Wnt act
C[C@H]1CC[C@@]2(O[C@H](CCO)C[C@H](O)[C@H]2O)O1	4	-7	-2	-5	0.8	1.4	-1.5	1
O=C(O)C1CSC(c2ccc3c(c2)OCO3)N1 (configuration not stated)	-2	-4	21	0	2.5	2.1	-1.1	2
CCCCC(=O)N1CCN(c2nc(-c3ccc(F)cc3)cs2)CC1	-2	-14	2	4	nt	1.6	0.1	0

(further entries)
SMILES	DAGLB inhibitor	PvdQ inh	Rtt109 HAT inh	PfHsp90 set2	Tat export inh	AddAB inh	phage Ecoli inh	E coli growth	CAL PDZ inh	Wnt act
CCc1ccc(CNC(=O)C(=O)NCCc2ccc(OC)c(OC)c2)cc1	-4	-12	3	13	8	1.2	-0.2	1.8	-1.1	-1
COc1ccc(N(CC(=O)NC2CC3CCC2C3)S(=O)(=O)c2ccccc2)cc1OC (configuration not stated)	0	6	1	14	14	0.8	0.1	0.8	-0.7	0
Cn1c(-c2ccccc2)c(CCO)c2ccccc21	-5	4	17	nt	28	-2.4	4.3	-1.1	0.0	9
O=C(NCCCCc1ccccc1)c1ccccc1Cl	-2	-10	-3	1	-4	-2.2	4.3	-0.5	-0.5	-2
COc1cc(O)c(C(CCN2CCCCC2)c2ccc(N(C)C)cc2)c(OC)c1 (configuration not stated)	3	-15	-2	7	-13	1.0	1.9	-1.0	-1.7	0
CCCc1cc(=O)oc2c(C)c(O[C@@H]3O[C@H](CO)[C@@H](O)[C@H](O)[C@H]3O)ccc12	-4	-10	12	-14	-2	0.3	2.1	-1.4	0.4	0
Cc1cc(=O)oc2cc(OS(C)(=O)=O)ccc12	0	10	8	1	-2	2.7	0.1	2.2	-2.2	-2
COC(=O)c1cc(S(=O)(=O)N2CCOCC2)c(N2CCOCC2)cc1N1CCOCC1	1	-2	-1	23	-7	nt	-0.5	nt	nt	-1
C1CCc2nc3c(nc2C1)CCCC3	-4	-12	-8	11	-1	4.0	0.5	-1.0	0.1	-1
O=C(Nc1ccc(Cl)cc1)Nc1ccccn1	1	5	-2	-11	-3	7.8	0.8	2.8	2.0	21
O=C(Cc1ccccc1)NCC(=O)OCc1cccc([N+](=O)[O-])c1	-2	-10	-4	-6	3	1.6	2.0	-0.9	-3.3	1
COC(=O)c1cccc(C(=O)Oc2cccc(Br)c2)n1	0	5	-4	nt	-5	-0.1	1.4	-4.9	-2.5	-7
CCCCOCC(O)CCc1n[nH]c(=S)n1-c1ccccc1 (configuration not stated)	-1	-12	3	-32	0	84*	2.7	27*	-2.8	2
C=CC[C@H]1Cc2c(cccc2[N+](=O)[O-])[C@H](CC=C)N1	1	-11	-3	-2	5	0.2	4.5	0.4	-1.3	0
Cc1ccc(S(=O)(=O)N2CCCC2CNC(=O)c2ccc3c(c2)OCO3)cc1 (configuration not stated)	-1	0	-11	nt	-5	-2.7	2.1	-1.9	-4.1	0
COCCn1c(SCc2ccc(C(=O)OC)o2)nc2cc(Cl)ccc2c1=O	-11	0	3	-35	-3	3.7	-0.6	0.1	-4.2	12
COc1ccccc1NS(=O)(=O)c1ccc2c(c1)NC(=O)CC(=O)N2	-1	-6	-5	9	-3	2.2	1.8	2.0	-2.2	0
Cc1cc(C(=O)N/N=C/c2ccc(-c3cccc(Cl)c3)o2)n[nH]1	0	-18	-14	-22	-7	3.6	0.8	-0.2	-1.5	-1
O=C(CSc1nnc(C2CC2)n1-c1ccccc1)N1CCCC1	-2	3	-3	nt	2	1.2	2.1	1.9	0.6	-1
COC(=O)c1sccc1NC(=O)CC1C(=O)NCCN1C(=O)Nc1ccccc1 (configuration not stated)	-2	4	-5	-5	0	-0.3	2.8	1.2	0.4	2
CC(C)CNC(=O)c1cc(S(=O)(=O)N2CCOCC2)ccc1N1CCCC1	3	1	-4	-12	1	-0.9	-0.3	0.4	-2.4	-2
COc1ccc(CCc2nnc(NS(C)(=O)=O)s2)cc1	-1	12	41	8	-3	nt	-0.2	nt	-0.6	-1
OC1CCN(Cc2ccc3ccccc3c2)CC1	-3	-18	-6	5	3	nt	3.6	nt	0.0	-1
CC(=O)Nc1ccc(S(=O)(=O)Nc2ccc3ccccc3n2)cc1	-2	-8	-5	4	4	-0.9	3.2	1.5	-0.1	1
O=C(c1ccc(S(=O)(=O)NCC2CCCO2)cc1)N1CCN(c2ccccc2)CC1 (configuration not stated)	-4	3	9	7	2	3.1	4.7	-1.2	0.4	-16
Cc1ccc(N2CCN(C(=O)c3ccccc3NC(=O)C3CCCCC3C(=O)O)CC2)cc1 (configuration not stated)	0	-3	0	4	1	-1.1	2.8	0.4	1.3	1
COCC(=O)Nc1nc(-c2ccc(C)cc2)c(C)s1	-1	-10	5	-2	1	1.3	3.0	-1.2	-1.8	nt
CCCCN(Cc1cc2cc(C)ccc2[nH]c1=O)C(=O)c1ccccn1	-1	1	11	-3	1	-0.5	-1.4	-1.3	-1.5	-2
Cc1cccc(NC(=O)CN2CCC(NC(=O)C3CCCCC3)CC2)c1C	1	-8	-1	1	-4	2.9	3.3	-0.4	-3.3	nt
CCC(C)(C)c1nnc(NC(=O)CCC2CCCCC2)s1	nt	nt	nt	nt	nt	1.6	2.3	-1.5	nt	3
CN(CC(=O)Nc1ccccc1Cl)CC(=O)Nc1c(F)cccc1F	0	-14	-8	-43	-7	1.4	0.7	2.9	-1.5	-1
O=C(Nc1cc(S(=O)(=O)Nc2ccccc2F)ccc1Cl)c1ccc(F)cc1F	-1	-11	-2	nt	2	-1.3	3.3	-0.7	-1.1	-1
O=C(CCSc1nnc(-c2ccco2)o1)N1CCOCC1	0	-4	-2	12	?	0.2	1.4	3.2	-0.2	3
O=C(NC(=S)Nc1ccc(N2CCCCC2)c(Cl)c1)c1cccs1	-2	7	7	-12	15	3.7	4.3	2.3	0.1	nt
O=C(Nc1nc2c(s1)CCCC2)c1cc(-c2ccncc2)nc2ccccc12	2	10	-4	-1	-4	0.5	2.6	-1.0	-0.7	18
Cc1nc(CSc2nnc3scc(-c4ccc(Cl)cc4)n23)cs1	1	-4	-2	0	1	0.2	-2.0	-1.2	-2.9	-6
CCN(C(=O)COC(=O)Cc1c[nH]c2ccccc12)C1CCS(=O)(=O)C1 (configuration not stated)	3	-12	1	-10	9	-0.6	2.0	0.9	0.3	1
O=C(NCCc1cccs1)c1cccs1	2	-5	-1	13	-4	0.4	2.6	0.8	-0.2	11
Cc1csc(NC(=O)c2ccc[nH]c2=O)n1	-4	7	0	18	0	0.5	-1.4	-0.4	1.7	13

Molecules above that contain fluorine:
SMILES	DAGLB inhibitor	PvdQ inh	Rtt109 HAT inh	PfHsp90 set2	Tat export inh	AddAB inh	phage Ecoli inh	E coli growth	CAL PDZ inh	Wnt act
Cc1ccc2[nH]c(-c3cccc(F)c3)cc(=O)c2c1	-6	0	4	-1	-6	4.0	4.8	2.3	-0.2	-15
Cc1cc(C)n(-c2nc3c(c(=O)[nH]c(=O)n3C)n2Cc2ccc(F)cc2)n1	0	0	-1	21	-8	1.9	2.6	1.1	-0.8	nt
O=[N+]([O-])c1cccnc1Oc1ccc(F)cc1	-2	-2	-6	13	1	-2.0	2.1	0.2	-0.6	-2
CC(C)n1nnnc1C(c1ccc(F)cc1)N1CCN(C2CCCC2)CC1 (configuration not stated)	-2	-18	-13	-21	-1	nt	4.5	nt	0.4	-3
CCCCC(=O)N1CCN(c2nc(-c3ccc(F)cc3)cs2)CC1	-2	-14	2	-6	4	nt	1.6	nt	0.1	0
CN(CC(=O)Nc1ccccc1Cl)CC(=O)Nc1c(F)cccc1F	0	-14	-8	-43	-7	1.4	0.7	2.9	-1.5	-1
O=C(Nc1cc(S(=O)(=O)Nc2ccccc2F)ccc1Cl)c1ccc(F)cc1F	-1	-11	-2	nt	2	-1.3	3.3	-0.7	-1.1	-1

Not a hit list. Share with any hit: about 1.9%.
